VLA-4 inh = inhibition in a human VLA-4 binding assay; P13612; VLA-4 expressing cells, ligand binding flow cytometry; inhibition, % (about 7 µM as worked out from the volumes in the protocol); hit rate 0.2% among 330,000; AID 2557; in the data active = inhibition above about 50%
GLD-1 RNA inh = GLD-1-TGE RNA interaction inhibition (C. elegans). Q17339. purified GLD-1 + fluorescein TGE RNA, fluorescence polarization. inhibition, % at 5.96 µM. hit rate 0.44% among 320,000;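 active = percent inhibition above a per-plate cutoff, the plate mean of test compounds plus 3 SD, cut at about 30% in these data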;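 also: 0% = DMSO wells with GLD-1 and probe and 100% = wells lacking GLD-1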
Efflux pump mplx = inhibitors of Candida antifungal efflux pumps expressed in yeast. S. cerevisiae Candida pump triplex, Nile Red efflux. inhibition, % at 10 µM. hit rate 0.44% among 330,000. AID 485275;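 active = plate passing quality check with inhibition over a set limit, or well fluorescence over plate mean plus 4 SD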;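 also: Nile Red retained in pooled yeast measured as flow cytometry median fluorescence; 0% = buffer negative control and 100% = Enniatin B positive control; higher means more Nile Red kept so more efflux inhibition; some compounds called inactive have numbers as strong as hits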
MCL1 BIM primary = inhibitors of human MCL1 binding to BIM-BH3 peptide; hit rate 0.68% among 320,000; inhibition, % at 10.9 µM; GST-MCL1 / FITC-Bim-BH3 fluorescence polarization; Q07820; AID 2057;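 active = inhibition above the mean inhibition of all tested compounds plus 3 SD, set per campaign, cut at about 40% in these data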;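 also: 0% = DMSO wells and 100% = unlabeled Bim-BH3 peptide control; higher means more loss of mP so more displacement of Bim peptide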
Target sequence (Q07820 whole entry, looked up): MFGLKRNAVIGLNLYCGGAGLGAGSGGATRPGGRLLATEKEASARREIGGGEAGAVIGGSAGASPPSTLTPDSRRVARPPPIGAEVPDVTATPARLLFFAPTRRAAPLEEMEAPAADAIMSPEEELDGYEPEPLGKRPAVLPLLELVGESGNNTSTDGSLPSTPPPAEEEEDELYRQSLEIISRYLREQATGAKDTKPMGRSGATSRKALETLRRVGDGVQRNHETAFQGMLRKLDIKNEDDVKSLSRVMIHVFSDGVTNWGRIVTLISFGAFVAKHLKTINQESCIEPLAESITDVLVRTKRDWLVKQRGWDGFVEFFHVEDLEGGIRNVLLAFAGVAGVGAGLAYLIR
MEX-5 binding = C. elegans MEX-5 TCR-2 RNA binding activity; MEX-5/FITC-TCR2 RNA binding, fluorescence polarization; stronger effect = lower value; activity score (negative = inhibition of binding), % at 10 µM; hit rate 0.38% among 300,000;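 active = inhibition past about -25% in most replicates, and total fluorescence under double the plate's negative control median, limit read from the data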;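 also: 0% = DMSO and -100% = 5 µM competing unlabeled TCR2 RNA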
Bcl-xL primary = Bcl-xL (human) inhibition; AID 2129; Q07817; hit rate 0.7% among 320,000; inhibition, % at 10.9 µM; GST-Bcl-xL / FITC-Bim BH3 peptide fluorescence polarization;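 active = inhibition above the mean of all tested compounds plus 3 SD, cutoff set per campaign, cut at about 30% in these data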;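 also: 0% = DMSO wells and 100% = unlabeled Bim-BH3 peptide competitor; inhibitors lower millipolarization by displacing the labeled peptide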
Fam108B counter = counter-screen for RBBP9 inhibitors: inhibitors of mouse Fam108B | recombinant Fam108B, FP-Rh probe fluorescence polarization | inhibition, % at 9.51 µM | hit rate 0.33% among 300,000 | AID 1947;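 active = inhibition above the screen mean inhibition plus 3 SD, computed separately per campaign, cut at about 18% in these data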;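 also: inhibitors lower polarization as less probe binds the enzyme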
PME-1 inh = blocks human protein phosphatase methylesterase 1; Q9Y570; recombinant PME-1, FP-Rh probe fluorescence polarization; inhibition, % at 5.9 µM; hit rate 0.53% among 320,000; AID 2130;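 active = inhibition above the campaign mean of all compounds plus 3 SD, cut at about 26% in these data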;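 also: competitive labeling of PME-1 active site by serine hydrolase directed probe; 0% = PME-1 with DMSO and 100% = wells lacking PME-1 enzyme; inhibitors block probe labeling so polarization falls and inhibition rises; many of its hits are not listed in these tables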
GRK2 aptamer HTS = blocks RNA aptamer binding to human GRK2; hit rate 0.59% among 330,000; P25098; AID 488847; bead flow cytometry, FAM-aptamer displacement from GRK2; inhibition of aptamer binding, % at 10 µM;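 active = inhibition of aptamer binding above 40%, roughly 3 SD of noise, on plates passing a quality check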;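 also: median bead fluorescence of bound FAM aptamer so fluorescent compounds give negative values; no value below 0 was filed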
Target sequence (P25098 whole entry, looked up): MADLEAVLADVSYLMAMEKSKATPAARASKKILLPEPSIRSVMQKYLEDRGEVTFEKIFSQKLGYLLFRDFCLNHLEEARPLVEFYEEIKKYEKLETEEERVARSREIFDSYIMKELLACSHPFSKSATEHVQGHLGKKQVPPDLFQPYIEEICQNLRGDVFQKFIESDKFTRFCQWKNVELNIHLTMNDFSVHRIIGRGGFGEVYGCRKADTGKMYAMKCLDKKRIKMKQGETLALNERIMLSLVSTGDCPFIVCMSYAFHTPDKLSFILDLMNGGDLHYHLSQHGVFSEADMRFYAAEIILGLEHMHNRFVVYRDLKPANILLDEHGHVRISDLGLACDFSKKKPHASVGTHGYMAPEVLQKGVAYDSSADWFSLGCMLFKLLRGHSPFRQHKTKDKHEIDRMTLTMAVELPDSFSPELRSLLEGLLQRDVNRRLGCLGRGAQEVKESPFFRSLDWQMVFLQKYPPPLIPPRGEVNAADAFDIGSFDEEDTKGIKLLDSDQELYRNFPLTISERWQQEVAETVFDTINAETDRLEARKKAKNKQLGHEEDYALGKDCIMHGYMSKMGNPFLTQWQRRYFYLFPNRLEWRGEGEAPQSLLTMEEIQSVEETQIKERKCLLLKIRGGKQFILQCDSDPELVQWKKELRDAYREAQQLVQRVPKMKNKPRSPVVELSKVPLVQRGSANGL
An asterisk follows results filed as active; nt = no result given. This is a subset; the hit share may differ from the screen's.

Results follow in this order: VLA-4 inh	GLD-1 RNA inh	Efflux pump mplx	MCL1 BIM primary	MEX-5 binding	Bcl-xL primary	Fam108B counter	PME-1 inh	GRK2 aptamer HTS
COc1ccc(C2Nc3cc(OC)ccc3-n3cccc32)cc1 (stereo unspecified)
→ 0.5	5.6	0.0	0.5	-3.5	4.6	-0.7	0.7	0.0
COc1ccc2cc3c(N)c(C(=O)NCc4ccco4)sc3nc2c1
→ -3.4	5.9	-0.1	23.7	-18.9	21.2	4.9	34.5*	1.0
C=CCOc1cccc(C2/C(=C(/O)c3ccc(Cl)cc3)C(=O)C(=O)N2CCN2CCOCC2)c1 (stereo unspecified)
→ 41.1	-3.5	0.0	3.4	0.8	0.3	6.2	-3.3	0.0
OCC[C@@H]1C[C@H](O)[C@@H](O)[C@@]2(OCCCc3ccccc32)O1
→ 30.0	6.9	0.0	-2.4	-0.4	2.4	-3.6	0.8	0.0
O=C(Nc1ccc(F)cc1Cl)c1ccc2c(=O)n3c(nc2c1)CCCCC3
→ 5.2	-12.7	0.1	-6.4	0.2	2.0	-3.4	2.4	2.0
Cn1c(=O)n(-c2cccc(Cl)c2)c(=O)n1C
→ 3.2	4.2	0.0	-0.8	-2.6	-0.2	2.2	2.5	0.0
CN(Cc1ccccc1)C(=O)CCC1CCN(C(=O)c2ccccc2C(F)(F)F)CC1
→ 1.4	4.6	0.1	1.3	-0.7	0.9	-1.2	11.0	0.0
CC(C)(C)NCc1cc2ccccc2[nH]c1=O
→ -2.3	8.3	-0.1	6.1	1.9	1.2	6.5	-7.4	0.0
S=C(Nc1ccccc1Cl)NC1CCN(Cc2ccccc2)CC1
→ 5.3	6.2	0.0	5.4	-0.4	10.1	-5.9	-0.5	1.0
CCOC(=O)c1cc(-c2cccs2)[nH]n1
→ 3.0	3.0	0.4	6.3	1.8	-1.8	-2.4	4.1	1.0
CC(Cc1ccccn1)NC(=O)c1ccc(OC2CCN(Cc3ccccn3)CC2)cc1 (stereo unspecified)
→ -7.2	5.6	1.3	14.6	-1.7	6.4	-2.5	-0.6	4.0
O=c1cc(CO)oc(C(Nc2cccc([N+](=O)[O-])c2)c2ccccn2)c1O (stereo unspecified)
→ 34.9	25.3	-0.3	17.6	-6.0	13.9	-0.1	5.9	0.0
CCc1cc2c3c(c1)C(C)CC(C)(C)N3C(=O)/C2=C1\SC(=O)NC1=O (stereo unspecified)
→ -1.6	5.2	-0.2	0.7	-2.9	4.5	6.1	22.0	nt
COc1ccc(C(C)=O)cc1CSc1ccccn1
→ -3.0	1.2	0.2	0.5	-0.1	5.6	3.8	4.3	1.0
CN(C)N=C1c2cc(S(=O)(=O)N3CCOCC3)ccc2-c2ccc(S(=O)(=O)N3CCOCC3)cc21
→ 0.9	1.3	0.4	-0.5	-0.2	4.5	-2.2	-4.0	2.0
COc1ccc(C2=C3C(=O)OCC3Cc3ncn(Cc4ccccc4)c32)cc1 (stereo unspecified)
→ 9.3	2.1	-0.1	-1.8	nt	0.3	nt	-1.7	6.0
O=C(Nc1nc2ccccc2c(=O)[nH]1)c1ccccc1SCc1ccccc1
→ -7.5	4.3	-0.2	1.0	-0.5	8.4	-0.1	0.4	1.0
Cc1nc2cc(C(=O)NCCN3CCOCC3)ccc2n1-c1ccc(F)cc1F
→ -4.9	1.2	-0.1	4.3	0.6	7.1	2.5	-0.4	1.0
COc1ccc(S(=O)(=O)N2CCN(C(c3ccccc3)c3ccccc3)CC2)cc1NC(C)=O
→ 15.2	-1.1	0.7	4.8	3.1	6.1	4.8	2.2	3.0
CN(C)c1ccc(/C=C2/C=C(c3ccc4c(c3)CCCC4)OC2=O)cc1
→ -146.0	-1.3	0.8*	-12.1	0.8	-1.2	-0.1	-7.6	1.0
Cc1ccc(SCCNC(=O)CN2C(=O)c3ccccc3S2(=O)=O)cc1
→ 6.5	-9.0	0.0	2.0	0.7	4.5	-3.0	4.7	1.0
CCN1CCN(Cc2ccc(NC(=O)Nc3ccc(OC)cc3)cc2)CC1
→ 10.4	5.0	-0.1	4.9	-0.3	4.6	0.8	3.6	0.0
O=[N+]([O-])c1cccc(/C=N/Nc2nc(N3CCOCC3)nc(N3CCOCC3)n2)c1
→ 3.7	0.9	-0.1	-1.7	0.6	3.9	-0.1	-0.8	1.0
COc1cc(NC(=O)CS(=O)(=O)c2ccc(C)cc2)cc(OC)c1OC
→ 17.9	4.2	0.1	-1.3	nt	-0.4	-4.8	-1.2	0.0
CCS(=O)(=O)c1ccc2oc(SCC(=O)NCCc3ccc(OC)cc3)nc2c1
→ -4.0	-6.6	0.3	-5.4	1.5	-0.2	-1.2	2.3	0.0
CCCC(=O)NC(C)C(c1cccs1)N1CCN(C)CC1 (stereo unspecified)
→ -8.8	-1.6	-0.2	5.7	0.2	1.4	0.9	3.7	0.0
O=C(Nc1ccc(NC(=O)c2cccs2)cc1)c1ccc2ccccc2c1
→ 7.7	3.8	1.2*	1.9	1.4	3.7	-5.7	1.1	2.0
CCCC(C(=O)NCCC(C)C)N(Cc1ccccc1)C(=O)c1snc(C(N)=O)c1N (stereo unspecified)
→ 24.5	-5.9	0.0	6.0	-1.2	0.6	-2.2	-7.8	1.0
COc1ccc(NS(=O)(=O)c2ccc(-c3coc(C)n3)cc2)c(OC)c1
→ 14.1	3.5	-0.1	2.7	-0.3	2.0	2.1	2.8	1.0
CC1CC(C)(C)NC(=S)N1CCCC(=O)NCCc1ccc(Cl)cc1 (stereo unspecified)
→ -1.3	9.7	0.1	0.6	-0.4	2.2	-2.4	-3.2	0.0
O=C(Nc1nc(COc2ccccc2)cs1)c1ccccc1F
→ 19.3	3.3	-0.2	10.2	0.2	3.8	-3.1	-4.6	0.0
CCCC(=O)NC(c1ccc(OC)cc1)c1ccc2cccnc2c1O (stereo unspecified)
→ 14.8	-3.0	-0.1	11.2	-1.7	6.4	-4.3	4.1	2.0
O=c1oc2ccccc2c2c1nnn2CCO
→ -4.5	4.3	0.1	7.9	-1.3	0.9	-0.7	0.7	3.0
COc1cccc(CN(C)C(=O)COc2ccc(C(=O)c3ccc(Cl)cc3)cc2)c1OC
→ 22.6	5.5	0.0	1.4	1.8	-2.0	-2.4	5.1	4.0
O=C(CN1C(=O)NC2(CCCC2)C1=O)OCc1ccc(F)cc1
→ 5.0	1.2	0.1	-9.7	0.8	-0.5	0.3	1.7	0.0
O=C(NC1CCCCC1)N(CCO)Cc1cc2cc3c(cc2[nH]c1=O)OCCO3
→ 3.6	6.0	0.0	-2.8	1.2	2.2	0.5	-10.2	0.0
COc1cccc(NC(=O)Nc2cccn(Cc3ccc(C)cc3)c2=O)c1
→ -1.7	5.8	0.0	6.3	2.0	7.2	-2.3	7.2	1.0
COc1ccc(-c2nnn(CC(=O)N(CC(=O)NC3CCCC3)Cc3ccco3)n2)cc1OC
→ 2.8	6.8	0.0	-3.1	0.0	-3.7	2.8	-3.0	0.0
O=C(/C=C/c1ccco1)NC(=S)Nc1cccc(C(=O)O)c1
→ -25.0	4.7	0.1	61.4*	-34.4*	37.1*	5.5	-12.5	29.0
CC1CCCN(C2(O)C(=O)Nc3ccc([N+](=O)[O-])cc32)C1 (stereo unspecified)
→ -1.4	-4.4	0.0	-6.3	0.0	1.3	-4.3	10.9	0.0
COc1ccc(CCNC(=S)Nc2ccc(C(C)C)cc2)cc1
→ 27.0	2.9	0.1	4.5	1.1	5.2	2.1	2.4	2.0
Cn1c(=O)n(CC(=O)O)c(=O)c2c1nc1n2CCCN1Cc1ccccc1
→ 0.0	-2.8	-0.1	6.5	1.1	3.6	0.0	-6.4	1.0
Cc1onc(-c2c(Cl)cccc2Cl)c1NC(=O)NC1CCSC1 (stereo unspecified)
→ 14.4	4.3	0.0	3.4	-3.9	6.0	1.1	6.6	0.0
Cc1cccc(NS(=O)(=O)c2cccc(C(=O)N3CCCC3)c2)c1
→ 0.3	3.3	0.0	4.4	0.6	4.2	-1.4	1.7	1.0
Cc1ccc(CS(=O)(=O)c2cn(CC(=O)Nc3ccon3)c3ccccc23)cc1
→ 19.5	2.3	-0.2	2.1	2.0	0.5	-3.8	1.1	0.0
COc1ccccc1NC(=O)Nc1ccc(F)c(F)c1
→ 0.2	8.7	-0.1	-6.4	1.0	-2.1	2.7	0.0	0.0
CN(C)CCN(C(=O)C1=COCCO1)c1nc2ccc(Cl)cc2s1
→ 20.7	1.3	0.2	-10.6	-0.7	-5.5	-7.8	1.1	0.0
COc1ccc(CNC(=O)c2cc(-c3cccs3)on2)cc1
→ -5.8	6.4	0.1	-6.7	0.3	0.6	-2.1	-2.8	0.0
O=[N+]([O-])c1ccc(CCNc2cccc3ccccc23)c([N+](=O)[O-])c1
→ -11.4	0.0	0.1	2.0	0.8	4.0	-0.3	4.3	8.0
Cc1cc(C)cc(N(CC(=O)Nc2cc(C)ccc2C)S(=O)(=O)c2c(C)[nH]c(=O)[nH]c2=O)c1
→ 5.5	5.9	-0.1	0.5	1.4	0.6	-0.8	1.4	0.0
Cc1ccc(-n2ccnc(SCC(=O)NC3CCCCC3)c2=O)cc1F
→ 5.1	2.7	-0.1	15.7	-0.6	7.0	-3.3	-3.4	0.0
CCN(CC)S(=O)(=O)c1ccc(NC(=O)Nc2cccc(C(F)(F)F)c2)cc1
→ 6.3	5.8	0.0	-6.1	-1.5	-0.7	-105.9	-134.0	16.0
CC(C)=CC(=O)Nc1nnc(-c2ccccc2C)s1
→ 17.5	0.0	-0.1	1.2	-3.8	-6.4	0.2	1.7	3.0
N#Cc1ccc(CSc2nnc(NC(=O)c3ccc4ncsc4c3)s2)cc1
→ -37.1	-4.8	0.0	-74.7	-6.2	-48.7	-2.7	-13.5	5.0
CC(=O)NC1=NN(C(C)=O)C(C)(c2ccco2)S1 (stereo unspecified)
→ 7.7	-0.4	0.0	-8.3	-1.6	1.8	21.7*	3.9	0.0
O=C(NC1CCSC1)c1cccc(Cl)c1 (stereo unspecified)
→ 11.9	-1.5	-0.1	-1.2	-1.0	1.6	-1.6	1.2	0.0
O=C(NC(=S)N1CCOCC1)c1cn(-c2ccccc2)nc1-c1ccc(F)cc1
→ 8.9	7.1	0.0	0.0	nt	-2.6	nt	-5.9	0.0
O=C(c1cccs1)C1C(c2ccc(Br)cc2)NC(=S)NC1(O)C(F)(F)F (stereo unspecified)
→ -4.8	2.4	0.1	4.9	0.5	2.5	-4.3	3.2	1.0
O=C(Cc1cccs1)N(CC1CCCO1)C1(C(=O)NC2CCCCC2)CCCCC1 (stereo unspecified)
→ 13.8	3.4	0.1	-4.5	-5.0	5.5	2.5	-4.5	1.0
CC(C)COc1ccc(CSCCNC(=S)Nc2ccccc2)cc1
→ 0.3	5.0	0.0	6.9	3.4	1.1	-22.0	-36.1	0.0
O=[N+]([O-])c1c(NCc2ccccc2)cc(N2CCc3ccccc3C2)c2nonc12
→ -4.6	1.2	-0.1	6.6	-0.2	5.7	0.1	-6.7	2.0
CC(C)(C#CCN1CCCC1)OCCC#N
→ 7.1	5.8	0.0	7.0	-0.6	3.4	4.8	1.9	0.0

Bioassay records: PubChem BioAssay, several laboratories
